RXFP1 agonist: qHTS Assay for Agonists of the Relaxin Receptor RXFP1 | Relaxin receptor 1 (Homo sapiens), Q9HBX9 | Potency, µM (titrated, usually from 57.5 µM), inactives show at the highest dose activation, usual class: activators | AID 2676, 2010 | 370,000 tested, 0.3% active | HEK293T-RXFP1 cAMP TR-FRET, 30 min; response scale: percent of porcine relaxin response, buffer zero; also: potency is read from the fitted curve at half-maximal effect; % is scaled to controls: 0 for no effect and ±100 for the full control effect; nearly all actives have a fitted effect of over 60% in size; many of its hits are not listed in these tables
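Agonist response is measured as cAMP accumulation in an RXFP1-transfected HEK293T line under PDE4 inhibition. Values are scaled between buffer-only and 29 nM porcine relaxin, and EC50s come from standard Hill equation fits.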
Vif-APOBEC3F blk: qHTS for Inhibitors of Vif-A3F Interactions: qHTS. HeLa A3F-eYFP + Vif (tagged APOBEC3F with the HIV-1 protein that degrades it), YFP fluorescence increase. Potency, µM (series often up to 46.1 µM), for the others: at the highest dose activity, negative = active. 390,000 tested, 0.2% active; also: potency is read from the fitted curve at half-maximal effect; % of control where 0% means no effect; nearly all actives have a fitted effect of over 65% in size
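HeLa cells stably expressing Vif plus C-terminally eYFP-tagged A3F were seeded, incubated overnight at 37 deg C, dosed with compound, incubated overnight again at 37 deg C. Yellow fluorescence (Ex 488/Em 500-530) reported blocked Vif-mediated A3F-eYFP degradation.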
D1 antag: Antagonist of Human D 1 Dopamine Receptor: qHTS | HEK293 TREx D1 cells, calcium flux, dopamine EC80; hits give low values | activity change, negative = inhibition, % at 10 µM | 360,000 tested, 3.2% active | AID 504652, 2011; in the data active = activity change below about -30%; also: % is scaled to controls: 0 for no effect and ±100 for the full control effect
Target sequence (P21728 whole entry, looked up): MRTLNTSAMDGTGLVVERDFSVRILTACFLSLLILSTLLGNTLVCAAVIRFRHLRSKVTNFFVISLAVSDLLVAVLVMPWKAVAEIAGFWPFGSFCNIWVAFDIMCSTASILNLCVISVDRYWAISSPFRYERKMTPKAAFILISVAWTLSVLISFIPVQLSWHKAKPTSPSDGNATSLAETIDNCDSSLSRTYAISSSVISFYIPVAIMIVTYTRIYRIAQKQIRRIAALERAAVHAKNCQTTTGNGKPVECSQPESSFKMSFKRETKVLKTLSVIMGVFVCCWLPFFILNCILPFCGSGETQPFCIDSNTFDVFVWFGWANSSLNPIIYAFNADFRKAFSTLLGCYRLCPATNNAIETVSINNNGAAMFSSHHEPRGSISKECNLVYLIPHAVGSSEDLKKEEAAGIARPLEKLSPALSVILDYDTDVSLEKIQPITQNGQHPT
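Tetracycline-induced HEK293 Trex D1 cells, force-coupled to calcium, dye-loaded; compounds added and read 180 s, then EC80 dopamine added and calcium flux tracked kinetically another 180 s.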
RXFP1 antag: qHTS Assay for Antagonists of the Relaxin Receptor RXFP1; 350,000 tested, 0.59% active; activity change, negative = inhibition, % at 57.5 µM; HEK293-RXFP1, relaxin-stimulated cAMP HTRF, 30 min; hits give low values; AID 1259400, 2018; Relaxin receptor 1 (Homo sapiens), Q9HBX9;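 active = activity change of -60% or lower, but not beyond a set lower limit; inconclusive = change between -60% and -40%, or beyond the set limit; inactive = change above -40%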; also: % is scaled to controls: 0 for no effect and ±100 for the full control effect
D1 agonist: Allosteric Agonists of the Human D1 Dopamine Receptor: qHTS | D(1A) dopamine receptor (Homo sapiens), P21728 | HEK293 T-REx D1 cells, calcium flux, agonist mode | 360,000 tested, 1% active | activation, % at 2 µM; in the data active = activation above about 30%; also: 0% is about no effect
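Tetracycline-induced HEK293 TREx D1 cells, force-coupled to calcium signalling, were dye-loaded with a no-wash calcium kit. Compound was pin-added after a 10 s baseline. Fluorescence was read kinetically at 1 cycle/s for 180 s, with calcium rises flagged as agonism.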
Glioma ERSR ind: qHTS for Inducers of the Endoplasmic Reticulum Stress Response (ERSR) in Human Glioma: qHTS; AID 602332, 2012; Potency, µM, without a hit: at the highest dose activation, most hits filed as activators; U87-MG GRP78 promoter luciferase reporter, 16 h; 420,000 tested, 0.02% active; also: potency is read from the fitted curve at half-maximal effect; series mostly up to about 76 µM; % of control where 0% means no effect; nearly all actives have a fitted effect of over 35% in size
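Stably transfected U87-MG human glioma cells carrying a GRP78-based luminescent sensor were seeded at 1000 cells/well, pin-dosed with compounds and incubated 16 h. Luciferase reagent was then added, and end-point luminescence was read after 10 min at room temperature.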
D2 potentiator: HTS Assay for Positive Allosteric Modulators of the Human D2 Dopamine Receptor: Primary Screen for Potentiators; D(2) dopamine receptor (Homo sapiens), P14416; HEK293 T-REx D2, calcium flux, EC20 dopamine potentiation; potentiation, % at 10 µM; 340,000 tested, 0.34% active;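 active = potentiation over 3 SD above the plate norm, cut at about 30% in these data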; also: 0% is about no effect
Target sequence (P14416 whole entry, looked up): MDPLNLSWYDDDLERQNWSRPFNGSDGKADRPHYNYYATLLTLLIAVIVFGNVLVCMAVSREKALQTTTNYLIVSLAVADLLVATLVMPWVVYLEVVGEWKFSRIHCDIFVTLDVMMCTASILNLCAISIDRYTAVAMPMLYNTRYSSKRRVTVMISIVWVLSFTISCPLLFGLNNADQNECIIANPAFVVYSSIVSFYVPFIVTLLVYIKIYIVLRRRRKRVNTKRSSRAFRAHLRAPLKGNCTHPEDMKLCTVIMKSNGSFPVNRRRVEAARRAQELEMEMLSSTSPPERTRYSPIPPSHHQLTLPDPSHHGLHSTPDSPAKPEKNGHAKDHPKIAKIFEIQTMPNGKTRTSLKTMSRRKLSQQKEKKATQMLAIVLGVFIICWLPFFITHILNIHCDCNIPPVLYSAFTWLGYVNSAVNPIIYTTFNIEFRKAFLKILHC
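Primary screen. Calcium kinetics in induced HEK293 T-REx D2 cells: compound pre-addition 180 s, EC20 dopamine, 180 s more.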
Vif-APOBEC3G blk: qHTS for Inhibitors of Vif-A3G Interactions: qHTS; DNA dC->dU-editing enzyme APOBEC-3G (Homo sapiens), Q9HC16; HeLa A3G-eYFP + Vif (tagged APOBEC3G with the HIV-1 protein that degrades it), YFP fluorescence, overnight; Potency, µM (doses to about 46.1 µM), inactives show at the top dose activity, negative = active, actives largely listed as inhibitors; 410,000 tested, 0.076% active; AID 602310, 2012;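 also: potency is read from the fitted curve at half-maximal effect; % is scaled to controls: 0 for no effect and ±100 for the full control effect; nearly all actives have a fitted effect of over 60% in size; hits raise eYFP signal because A3G escapes Vif-driven loss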
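HeLa cells stably expressing Vif and C-terminally eYFP-tagged A3G, seeded overnight at 37 deg C, then exposed to compound by pintool overnight at 37 deg C. Rise in yellow fluorescence (Ex 488/Em 500-530, Acumen) marks blocked Vif-driven A3G degradation.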
D1 PAM: Potentiators of Human D1 Dopamine Receptor: qHTS. 360,000 tested, 0.036% active. D(1A) dopamine receptor (Homo sapiens), P21728. potentiation, % at 10 µM. HEK293 TREx D1 cells, calcium flux, dopamine EC20 potentiation. AID 504651, 2011; in the data active = potentiation above about 30%; also: 0% is about no effect
Numbers without * were called inactive; ? = inconclusive; . = no result given; & = joins results of further samples. Unless noted, calls follow the shape of the dose curve; as a rule, active = well fitted curve in the direction sought with a large enough effect; inconclusive = small, poorly fitted or top-dose-only effect, or another doubt; inactive = no such curve, though single readings can be large; an effect the other way counts as inactive or inconclusive. These rows are one share of the data; count on the stated rates, not on these rows.

structure | RXFP1 agonist | Vif-APOBEC3F blk | D1 antag | RXFP1 antag | D1 agonist | Glioma ERSR ind | D2 potentiator | Vif-APOBEC3G blk | D1 PAM
COc1cc(Cl)ccc1S(=O)(=O)n1nc(C)cc1C | 0.7% | -0.5% | -10.7 | 3.5 | 2.8 | -4.8% | -4.4 | 1.5% | -1.9
COC(=O)[C@@]1(Cc2ccc(OC)cc2)[C@H]2c3cc(C(=O)N(C)C)n(C[C@H](O)CO)c3C[C@H]2CN1C(=O)c1ccccc1 | 0.5% | 0.6% | 17.8 | . | -0.3 | -3.2% | -0.9 | 2.6% | -1.9
CC(C)C(=O)Nc1ccc2c(c1)nc(CCN1CCN(C)CC1)n2C | 0.4% | 0.2% | 5.0 | -1.5 | 3.7 | -5.2% | 4.0 | -0.2% | -0.5
CCOc1ccccc1NC(=O)C(c1ccccc1)N1Cc2ccccc2C1=O (configuration not stated) | -1.2% | 0.2% | -1.5 | 6.3 | 0.1 | -0.7% | 2.6 | 1.3% | 1.8
CCC(=O)Nc1nc(C)c(-c2csc(Nc3ccc(S(=O)(=O)Nc4cc(C)on4)cc3)n2)s1 | 2.7% | . | -2.8 | . | 3.8 | . | 3.8 | . | 2.0
Cc1ccc(C(c2sc3nc(C)nn3c2O)N2CCN(CCO)CC2)cc1 (configuration not stated) | -0.5% | 0.3% | -22.4 | -8.4 | 1.2 | -1.0% | 9.3 | -2.0% | -4.2
Cc1cc(S(=O)(=O)NC2CCCCC2)ccc1OCC(=O)NCc1cccnc1 | 0.5% | -0.6% | -7.6 | 4.9 | 1.1 | -6.5% | 12.3 | -0.1% | -0.6
COc1ccc(-c2nnc(NC(=O)c3c(OC)cccc3OC)s2)cc1 | 3.9% | 4.1% | 11.9 | 2.6 | 1.6 | -1.6% | -2.0 | -17.5% | 2.7
CN1CCN(S(=O)(=O)c2ccc(Br)c3ccccc23)CC1 | 17.0% | -11.5% | 7.8 | 9.1 | 3.6 | -3.7% | 1.6 | 2.0% | -2.9
CCOC(=O)c1cnc2c(C)cc(C)cc2c1NCCc1ccc(OC)c(OC)c1 | 5.2% | 5.8% | -19.3 | -4.7 | -0.6 | -2.2% | -19.6 | 2.2% | 0.8

Next compounds follow.
structure | RXFP1 agonist | Vif-APOBEC3F blk | D1 antag | RXFP1 antag | D1 agonist | Glioma ERSR ind | D2 potentiator | Vif-APOBEC3G blk | D1 PAM
COC(=O)C1CCN(C(=O)COC(=O)CNC(=O)c2ccc(Cl)cc2Cl)CC1 | -1.9% | -1.8% | 16.7 | 16.4 | 1.7 | -2.0% | 5.0 | -0.3% | 0.1
CC(C)NC(=O)NC(=O)COC(=O)c1c2c(nc3ccccc13)CCC2 | 0.0% | 2.5% | -1.0 | -22.1 | 1.3 | -9.0% | 7.4 | -7.2% | -7.3
COc1ccc(C(=O)Nc2ccc3c(c2)CCCN3C(=O)c2cccs2)c(OC)c1 | -1.4%&-0.5% | 13.5%&-8.3% | -1.1&-6.3 | 12.7&-0.4 | 3.3&1.0 | -3.7%&-0.9% | 2.7&4.9 | -0.5%&-1.9% | -3.2&-0.2
O=C(CSc1ccc2nnc(-c3ccc(F)cc3)n2n1)NCC1CCCO1 (configuration not stated) | 4.1% | -11.2% | 10.8 | -24.3 | 1.2 | -1.4% | -8.6 | -0.3% | 0.7
Nc1cc(C(=O)OCC(=O)N2CCCC2)ccc1Cl | 2.0% | -0.9% | -12.1 | -5.4 | 1.8 | -1.0% | 18.0 | -0.9% | -5.1
COC(=O)c1ccccc1NC(=O)c1ccc2nccnc2c1 | 3.4% | ? | 7.2 | -3.3 | 0.3 | 13.0% | -7.6 | -1.2% | 3.0
CCn1c(Cc2ccccc2)nnc1SCC(=O)c1cccc([N+](=O)[O-])c1 | -0.1% | -4.2% | -14.3 | -7.6 | -1.3 | -1.7% | 9.0 | -4.7% | -1.2
Cc1cc(NC(=O)CSc2nc(=O)n(CCCN(C)C)c3c2CCCC3)no1 | 1.7% | 1.5% | 3.9 | -7.8 | 0.1 | -4.0% | -5.8 | -0.8% | 1.8
O=C(c1ccc2c(Cl)c3c(nc2c1)CCCC3)N1CCN(c2cccc(C(F)(F)F)c2)CC1 | 2.4% | -3.9% | -11.6 | . | 2.5 | -5.0% | -1.7 | 0.9% | -1.5
CCN(CC)CC(=O)Nc1ccc([N+](=O)[O-])cc1 | 1.6% | 8.7% | 2.1 | 8.7 | 1.9 | -0.7% | 19.3 | 0.6% | -0.9

(list continues)
structure | RXFP1 agonist | Vif-APOBEC3F blk | D1 antag | RXFP1 antag | D1 agonist | Glioma ERSR ind | D2 potentiator | Vif-APOBEC3G blk | D1 PAM
O=C(CCN1C(=O)c2ccccc2C1=O)N1CCC(c2ccccc2)C1 (configuration not stated) | 0.1% | -8.0% | -0.1 | -2.2 | 1.1 | 1.7% | . | 1.4% | 2.7
CCn1c(N2CCN(C(=O)/C=C/c3ccccc3)CC2)nc2ccccc21 | 1.0% | 15.3% | -0.7 | 4.8 | -0.2 | -3.4% | 2.6 | -4.1% | -0.7
C/C=C/c1cnc2c(c1)C(=O)N([C@@H](C)CO)C[C@H](C)[C@@H](CN(C)S(=O)(=O)c1ccc(C)cc1)O2 | . | -1.4% | . | -0.1 | . | -3.5% | . | -4.5% | .
CCc1nc(SCC(=O)c2cccc([N+](=O)[O-])c2)n[nH]1 | -1.9% | -1.6% | 4.2 | 10.8 | 0.7 | -2.0% | -0.2 | -5.2% | 3.4
Cc1nnc(NC(=O)CSc2nnc(Cc3ccccc3)n2Cc2ccccc2)s1 | 2.0% | 0.3% | 1.9 | -5.2 | 1.1 | -0.2% | 11.9 | 2.0% | -4.8
Cc1ccc2c(c1)N(CC(=O)NCCCN1CCCCC1)C(=O)CO2 | -0.1% | -10.6% | 7.8 | -5.0 | 2.9 | -1.6% | 18.5 | -1.7% | 5.7
COc1ccc(CCn2c(=O)c3cccnc3n(CC(=O)Nc3ccc(C)cc3C)c2=O)cc1OC | 27.6% | 5.5% | 2.7 | . | 0.1 | -1.1% | 3.6 | -0.4% | -3.2
Cc1nn(CC(=O)Nc2ccc(F)cc2)c(=O)c2ccccc12 | 3.9% | 3.7% | 0.3 | 17.9 | 6.2 | -2.2% | 21.1 | 1.4% | 5.8
CCOC(=O)Cc1cnc(NC(=O)CSc2nc(N)cc(=O)[nH]2)s1 | 1.9% | 2.1% | 5.5 | -4.7 | 0.2 | -3.4% | -6.3 | 0.0% | 0.1
CCC(=O)N1CCN(c2ccccc2NC(=O)c2cccc(C)c2)CC1 | 1.3% | -3.1% | -4.7 | 7.0 | -0.7 | -2.3% | . | -3.8% | -4.1

New compounds follow.
structure | RXFP1 agonist | Vif-APOBEC3F blk | D1 antag | RXFP1 antag | D1 agonist | Glioma ERSR ind | D2 potentiator | Vif-APOBEC3G blk | D1 PAM
CC(C)n1cc(CN2CCC(n3nccc3NC(=O)CCCc3ccccc3)CC2)cn1 | 1.1% | 8.5% | -13.0 | -5.0 | 1.1 | -4.1% | -10.6 | -3.1% | -7.2
O=C1C=C(Nc2ccc(O)cc2)C(=O)c2ccccc21 | -3.5% | 1.3% | -10.8 | -2.2 | 0.5 | -1.7% | 5.7 | 0.0% | -0.1
COCCOC(=O)c1c(C)nc(SCC(=O)Nc2ccc(C)cc2)c(C#N)c1-c1ccco1 | 2.5% | . | -10.1 | 4.8 | 2.7 | -1.9% | -13.2 | -1.9% | 3.2
CC(=O)c1ccc(S(=O)(=O)Nc2ccccc2C(=O)NC2CC2)cc1 | 0.2% | -15.6% | 7.5 | 3.2 | 1.6 | 1.6% | 5.9 | -0.3% | .
COc1ccc(CNC(=O)c2nnn(-c3cccc(C(F)(F)F)c3)c2N)cc1 | -1.0% | 4.4% | -9.1 | 2.0 | 5.2 | -3.2% | . | 0.4% | -1.4
COc1ccc(C2OC(=O)CC2C(=O)NCc2ccc(F)cc2)cc1OC (configuration not stated) | 0.1% | 2.1% | -8.4 | 1.8 | 0.7 | -5.0% | 7.2 | 8.3% | -2.5
O=C(c1csc2c1CCCC2)N1CCN(c2ccccc2)CC1 | -0.2% | 0.1% | -22.2 | -17.0 | 2.0 | -3.9% | -6.6 | 0.5% | -9.9
Cc1ccccc1N(C(=O)c1csnn1)C(C(=O)NC(C)(C)C)c1cccs1 (configuration not stated) | -0.5% | 11.5% | -15.8 | -5.4 | 3.3 | -3.1% | -10.8 | -4.7% | -7.0
Cc1nnc(SCC(=O)NC(=O)NC(C)C)s1 | 1.6% | 1.2% | -13.3 | 3.3 | 2.0 | -5.4% | 4.2 | 0.4% | -5.8
COc1ccccc1C(=O)NCC(=O)Nc1cccnc1 | -2.1% | . | -4.4 | . | -1.8 | . | 3.3 | . | -1.4

The listing continues:
structure | RXFP1 agonist | Vif-APOBEC3F blk | D1 antag | RXFP1 antag | D1 agonist | Glioma ERSR ind | D2 potentiator | Vif-APOBEC3G blk | D1 PAM
O=C(COc1ccccc1)Nc1ccncc1 | -0.9% | -20.3% | -3.0 | 3.1 | 9.8 | 0.1% | 9.3 | -6.7% | -0.5
CCOc1ccc(NC(=O)c2ccccc2-c2ccccc2C(=O)O)cc1 | . | 0.6% | . | 2.3 | . | 2.5% | . | 0.3% | .
CC(=O)c1ccc(OCCCC(=O)Nc2cccc(S(=O)(=O)N3CCOCC3)c2)cc1 | . | -2.7% | . | 2.0 | . | -0.3% | . | 0.1% | .
CC(C)OC(=O)CSc1nc2cc3c(cc2cc1C#N)OCO3 | 5.4% | -3.4% | -1.4 | -8.1 | -2.3 | -15.8% | 0.0 | 0.8% | -4.8
COc1cccc(/C=C/C(=O)OCC(=O)Nc2cc(S(=O)(=O)N3CCOCC3)ccc2C)c1 | 0.5% | 2.0% | -11.0 | -5.6 | 0.0 | -3.3% | -7.4 | 0.8% | -8.7
